High-throughput results from PubChem.
NR5A2 inv ag: NR5A2 inverse agonism in reporter assay; O00482; HEK293T StAR-luciferase reporter, LRH-1 transfected, 24 h; inhibition, % at 3.6 µM; 360,000 compounds, 0.13% hits; AID 602396;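 active = inhibition above the mean inhibition of all tested compounds plus 3 SD, cut at about 73% in these data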;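 note: 0% = DMSO wells and 100% = reporter-only cells lacking LRH-1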
Target sequence (O00482 whole entry, looked up): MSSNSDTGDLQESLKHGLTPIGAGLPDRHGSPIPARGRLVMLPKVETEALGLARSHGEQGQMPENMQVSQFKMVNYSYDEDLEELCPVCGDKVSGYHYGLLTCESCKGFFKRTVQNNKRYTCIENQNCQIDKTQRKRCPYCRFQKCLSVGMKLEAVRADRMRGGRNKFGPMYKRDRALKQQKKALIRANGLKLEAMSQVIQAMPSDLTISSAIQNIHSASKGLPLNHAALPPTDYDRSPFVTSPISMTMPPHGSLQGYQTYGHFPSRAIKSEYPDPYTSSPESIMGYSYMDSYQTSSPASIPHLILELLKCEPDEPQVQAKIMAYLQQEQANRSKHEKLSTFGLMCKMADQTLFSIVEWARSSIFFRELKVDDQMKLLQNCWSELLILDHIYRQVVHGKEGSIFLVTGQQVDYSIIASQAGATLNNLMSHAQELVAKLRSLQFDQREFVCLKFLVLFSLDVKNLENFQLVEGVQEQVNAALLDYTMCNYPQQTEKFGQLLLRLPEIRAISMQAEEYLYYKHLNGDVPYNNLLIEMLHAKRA
SRC3 inh: human NCOA3 inhibition; 360,000 compounds, 0.17% hits; inhibition, % at 3.6 µM; AID 588352; HEK293 GAL4-SRC3 luciferase reporter, luminescence;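 active = inhibition above a per-campaign cutoff, the mean of all compounds plus 3 SD, cut at about 60% in these data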;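 note: 0% = DMSO-treated cells and 100% = gossypol-treated cells at 36 µM; higher means less SRC3-driven luciferase light from the GAL4 reporter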
COUP-TFII inh: blocks human COUP-TFII nuclear receptor; P24468; HEK293T NGFI-A luciferase reporter, luminescence; inhibition, % at 8.6 µM; 370,000 compounds, 0.7% hits;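 active = inhibition above a per-plate cutoff, mean inhibition of test wells between control levels plus 3 SD, cut at about 38% in these data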;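 note: cells cotransfected with COUP-TFII expression vector driving the NGFI-A reporter; 0% = median of COUP-TF2 test wells and 100% = reporter-only cells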
Target sequence (P24468 whole entry, looked up): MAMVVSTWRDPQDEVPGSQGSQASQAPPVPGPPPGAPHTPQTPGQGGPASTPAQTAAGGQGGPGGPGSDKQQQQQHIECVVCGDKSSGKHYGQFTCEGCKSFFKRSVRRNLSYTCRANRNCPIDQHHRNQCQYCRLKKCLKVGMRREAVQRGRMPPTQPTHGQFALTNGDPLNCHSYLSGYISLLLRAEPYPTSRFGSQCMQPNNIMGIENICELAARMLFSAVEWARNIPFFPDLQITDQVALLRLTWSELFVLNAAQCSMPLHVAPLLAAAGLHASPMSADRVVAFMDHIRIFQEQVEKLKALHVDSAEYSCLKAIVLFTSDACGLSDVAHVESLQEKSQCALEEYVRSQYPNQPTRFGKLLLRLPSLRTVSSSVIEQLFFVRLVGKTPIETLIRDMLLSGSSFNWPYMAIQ
KKLEB tox: reduces viability of KKLEB cystic fibrosis airway cells | AID 602141 | 360,000 compounds, 0.36% hits | KKLEB CF airway cells viability, ATPlite luminescence, overnight; active compounds read low; cells stimulated with P. aeruginosa culture filtrate | activity change (cytotoxicity), % at 5 µM;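 active = corrected activity change at or below -50% at 5 µM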
TWEAK-Fn14 inh: blocks TWEAK-Fn14 interaction in a reporter cell assay; inhibition, % at 10 µM; 360,000 compounds, 2% hits; TWEAK-stimulated Fn14 reporter cells, luciferase luminescence, 8 h; AID 1159606; in the data active = inhibition above about 50%
CF NFkB block: cystic fibrosis NF-kB activation inhibition | KKLEB NF-kB-GFP reporter, PAF-induced, GFP fluorescence overnight | inhibition, % at 5 µM | 360,000 compounds, 0.86% hits;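 active = at least 50% inhibition at 5 µM, scaled per plate between neutral and stimulator controls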;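 note: PAF is a Pseudomonas aeruginosa culture filtrate used as stimulus; plate controls were PAF-stimulated DMSO wells for no effect and unstimulated DMSO wells for full effect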
SRC1 inh: human NCOA1 inhibition; HEK293 GAL4-SRC1 luciferase reporter, luminescence; 360,000 compounds, 0.12% hits; Q15788; AID 588354; inhibition, % at 3.6 µM;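 active = inhibition above the campaign mean plus 3 SD, with each screening campaign given its own cutoff, cut at about 60% in these data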;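 note: 0% = DMSO treated cells and 100% = gossypol at 36 µM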
NCOA2 inhibitor: inhibits human steroid receptor coactivator 2. Q15596. HEK293 GAL4-SRC2 luciferase reporter, luminescence. inhibition, % at 9 µM. 370,000 compounds, 0.17% hits. AID 651957;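 active = inhibition above the mean inhibition of all tested compounds plus 3 SD, set per campaign, cut at about 52% in these data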;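 note: 0% = DMSO treated cells and 100% = cells given Gossypol at 36 µM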
C8 TRAIL sens: caspase-8 TRAIL sensitization; 360,000 compounds, 1% hits; AID 624354; inhibition (viability loss, TRAIL sensitization), % at 10 µM; NB7+C8 cells + TRAIL, ATPlite viability luminescence;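 active = compounds causing at least 50% loss of cell viability in the single-dose screen, relative to plate controls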
TROY signal inh: inhibitors of TROY-dependent NF-kB signaling. Q293 LMP1-TROYcd NF-kB luciferase reporter, 4 h. inhibition, % at 10 µM. 360,000 compounds, 0.98% hits;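 active = compounds whose plate-normalised and pattern-corrected inhibition of the luciferase reporter signal at the single screening dose is 50% or more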
LMP1 NFkB inh: inhibitors of Epstein-Barr LMP1-induced NF-kappaB reporter; LMP1-induced NF-kappaB luciferase reporter cells, luminescence; inhibition, % at 12.5 µM; 350,000 compounds, 0.69% hits; in the data active = inhibition above about 41%;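 note: 0% = neutral control wells and 100% = reference inhibitor control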
The depositor's hits bear a star; nt = no result given.

item	Molecule	NR5A2 inv ag	COUP-TFII inh	C8 TRAIL sens	TROY signal inh	SRC1 inh	LMP1 NFkB inh	SRC3 inh	CF NFkB block	KKLEB tox	TWEAK-Fn14 inh	NCOA2 inhibitor
1	Cc1cc(Cl)ccc1N(CC(=O)NCc1ccccc1)S(C)(=O)=O	-17	-5	14	6	15	-6	-3	16	2	9	13
2	CN(C)N=Nc1nc2c([nH]1)c(=O)n(C)c(=O)n2C	-6	-4	7	0	6	-2	23	3	4	-12	-8
3	CC(C#Cc1ccc2c(c1)COc1c3ccccc3nn1-2)OC(C)(C)C (stereo not drawn)	-62	-12	14	49	-53	-19	-22	12	-13	8	-35
4	COc1ccc(CCNC(=S)NC(=O)c2c(-c3ccccc3Cl)noc2C)cc1OC	10	12	9	-16	3	-7	-4	14	0	21	9
5	COc1ccc(C2NC(=O)NC(O)(C(F)(F)F)C2C(=O)c2ccc(C)cc2)cc1 (stereo not drawn)	-25	2	-11	8	-80	-11	12	3	7	22	-8
6	Cc1ccccc1NC(=O)CSc1nc(=O)n(CCN2CCOCC2)c2c1CCCC2	11	13	3	-8	-12	-6	7	-4	2	7	-2
7	CCN1CCN(C(=O)CCc2nnc(CCc3ccccc3OC)o2)[C@@H](C)C1=O	11	10	-17	-6	-3	-4	7	17	-9	22	-13
8	COC(=O)c1ccc2nc(-c3ccc(C)cc3)c(Cc3ccsc3)n2c1	-45	-16	-1	-13	-18	nt	-7	-9	-20	2	-34
9	CC(=O)c1cccc(NC(=O)CC(C)n2ccnc2)c1 (stereo not drawn)	0	-1	6	-9	7	5	19	-11	12	13	-25
10	CCNC(=O)C1(C)CCN(C(=O)c2ccc(C)c(F)c2)C1 (stereo not drawn)	16	-3	-4	-6	-4	nt	13	-15	-1	6	13
11	CC(C)CSc1nc2ccccc2[nH]1	-37	-12	2	-49	-28	-11	-34	6	3	-32	-24
12	CCN(CC)CCNS(=O)(=O)c1ccc(C(=O)NN)cc1	-16	-1	-2	10	-7	3	21	2	-9	22	-8
13	CCNC(=O)N1c2ccc(OCC)cc2C(C)=CC1(C)C	-1	-9	-7	3	0	2	-4	3	6	-2	-17
14	CN(c1ccccc1)S(=O)(=O)c1ccc(NC(=O)CC(=O)c2ccccc2)cc1	7	-7	1	-15	-1	13	-10	-2	-25	0	9
15	CN(CC(=O)Oc1ccc(-c2nnco2)cc1)S(=O)(=O)c1ccc(F)cc1	-4	-13	-2	-8	-14	-7	12	17	-14	-5	-17
16	O=C1NC[C@H](CCCCN2CCN(CCc3ccc(O)cc3)C(=O)C2=O)N(CCC2CCCCC2)C1=O	-7	14	4	6	nt	nt	nt	nt	nt	-2	18
17	CCS(=O)(=O)c1nc(S(=O)(=O)c2ccc(C)cc2)c(NCCCN2CCCC2=O)s1	2	-23	-5	-4	-12	-6	16	-7	3	-7	-31
18	O=C(O)c1cn(C2CC2)c2cc(N3CCN(S(=O)(=O)c4ccc5c(c4)OCCO5)CC3)c(F)cc2c1=O	3	-5	-12	-35	4	6	6	-18	2	-109	19
19	COc1ccc(C2CC(C)(c3ccc(OC)cc3OC)Nc3ccccc3N2)c(OC)c1 (stereo not drawn)	-1	2	-14	3	-10	4	5	-4	-8	6	-20
20	CC(=O)N1CCC(Nc2ccc(C)cc2)CC1	5	6	-5	-8	-7	-5	2	-20	5	3	-7
21	COc1cc(NC(=O)c2ccc(C)cc2)c(OC)cc1NC(=O)CN1CCOCC1	-15	4	12	-23	-49	-7	-13	0	2	-13	-21
22	COc1cc(NS(=O)(=O)c2ccc(NC(=S)NC(=O)c3ccc(F)cc3)cc2)nc(OC)n1	-29	2	-8	-7	0	3	-16	-12	6	-36	9
23	CCOC(=O)N1CCN(C(=O)C2CCN(c3nnc(-n4cccc4)s3)CC2)CC1	-17	-11	7	0	-1	0	0	17	3	1	6
24	CCc1nc(N2CCN(C(C)=O)CC2)c(C#N)c2c1COC(C)(C)C2	-2	-1	-7	-4	-29	-4	-29	-8	-11	4	-5
25	OC[C@@H]1CN(Cc2ccc(F)cc2)C[C@H](n2cnc3c(NCc4ccco4)ncnc32)O1	10	10	-10	5	-7	nt	-11	0	4	-1	-19
26	Cc1cc(=O)oc2cc(OCC(=O)N3CC(=O)Nc4ccccc43)c(Cl)cc12	6	-14	-6	12	-2	-6	11	15	-6	-6	-14
27	COC(=O)c1sccc1NC(=O)c1cc(OC)c(OC)c(OC)c1	-8	-7	-3	10	1	6	-8	-9	2	13	5
28	O=C(Nc1cccc(C(=O)N2CCOCC2)c1)C1CC1	20	0	-26	3	8	0	-4	-21	17	17	-3
29	O=C(COC(=O)C1(c2ccc(Cl)cc2)CCCC1)NC1CCS(=O)(=O)C1 (stereo not drawn)	-8	-3	4	-11	8	2	14	8	-1	-20	5
30	CCOC(=O)C(C(=O)OCC)C1OC(=O)c2cc3c(cc21)C(=O)OC3C(C(=O)OCC)C(=O)OCC (stereo not drawn)	15	-22	7	-13	-23	-6	0	-3	16	-15	-1
31	NC(=O)C1CCN(C(=O)Nc2csc3ccccc23)CC1	20	14	-22	-4	-9	nt	22	6	-2	-3	15
32	Cn1c(-c2ccccc2)cccc1=O	4	11	-16	16	-6	2	2	9	-22	-1	-25
33	N/C(Cn1cncn1)=N\OC(=O)c1ccc(Cl)cc1	13	6	0	-3	-5	5	-2	12	-13	0	-26
34	COCCNC(=O)CCCC(=O)NCCOC	27	-9	-3	1	10	-2	12	0	1	-3	6
35	S=c1[nH]c(-c2ccccc2)cn1/N=C/c1ccc(Br)cc1	0	19	-1	37	-1	-10	9	-4	8	1	12
36	O=C(NC(c1ccccc1)c1ccccc1)c1cccc(S(=O)(=O)NCc2ccccc2)c1	1	4	-7	14	4	-2	11	-3	4	11	8
37	COc1ccc(S(=O)(=O)N2CCC(C(=O)N[C@@H](C)C(=O)N3CCCCCC3)CC2)cc1	0	-12	-13	10	17	-2	11	-9	7	-10	19
38	CN1C=C/C(=C\c2cc[n+](C)c3ccccc23)c2ccccc21	81*	46*	26	1	53	35	38	56*	-29	28	23
39	CC(=O)NCCOc1nc(N(C)C)nc(N2CCOCC2)n1	10	-9	-1	-20	-3	-3	-4	-5	-18	-5	4
40	O=C(Nc1cccc(C(F)(F)F)c1)C1Cc2c(-c3ccco3)ccnc2O1 (stereo not drawn)	7	23	8	30	-3	nt	7	-12	-9	17	26
41	CCc1ccc2[nH]cc(C(=O)OCCOC)c(=O)c2c1	-22	-14	5	-11	-22	7	0	-7	-1	-14	-9
42	CC(C)(C)NC(=O)CC1C(=O)NCCN1Cc1c(F)cccc1Cl (stereo not drawn)	5	-5	18	14	6	-1	5	11	-17	6	-20
43	O=C(COC(=O)CCC1CCCC1)Nc1ccccc1OC(F)F	-1	14	-5	20	6	-6	7	-16	-2	14	10
44	CCOc1cc(N2CCOCC2)c(OCC)cc1NC(=O)CN1CCc2ccccc2C1	-6	27	-2	-11	1	7	-8	6	-7	-29	13
45	CC(=O)/C(=N\Nc1ccc(Cl)cc1)Sc1nnc(-c2ccccc2)n1-c1ccccc1	4	0	16	14	5	10	-10	0	-18	4	-9
46	CCOc1ccc(NS(=O)(=O)c2csc(C(N)=O)c2)cc1	8	-2	-8	-14	-3	6	17	-11	0	3	-7
47	CCCc1c(O)nc(SCCN(CC)CC)n(C(=O)c2ccccc2)c1=O	-2	-6	12	-9	-3	5	-1	21	-8	0	-6
48	CCN=C1S/C(=C\c2cn(CC(=O)NCCOC)c3ccccc23)C(=O)N1CC	11	4	-12	1	-3	11	25	16	-19	0	2
49	CCOP(=O)(OCC)C(NC(=O)NS(=O)(=O)c1ccc(C)cc1)c1ccccc1 (stereo not drawn)	10	-5	2	-2	-64	-1	0	-6	8	10	4
50	COc1ccccc1/C=N/NC(=O)COCC(=O)N/N=C/c1ccccc1OC	-4	15	-2	-2	9	-3	-4	2	7	7	6
51	CC(=O)C1=NN(c2ccccc2)C2(S1)S/C(=C\c1ccccc1)C(=O)N2c1ccccc1 (stereo not drawn)	-9	4	-7	-15	-25	-9	12	2	-2	-8	7
52	Cc1ccc(Nc2nc(N)nc(CSc3ncccn3)n2)cc1	-126	-43	-2	-46	-116	-22	-104	-2	1	-1	-38
53	CN(C)S(=O)(=O)c1cccc(NC(=O)CSc2nc3c(cc2C#N)C(=O)CC(C)(C)C3)c1	9	6	16	39	11	-1	9	58*	-20	37	18
54	CCOc1ccc(N(CC(=O)NCCSc2ccccn2)S(=O)(=O)c2ccc(Cl)cc2)cc1	-11	-5	3	-3	-22	0	4	-5	6	18	13
55	N#C/C(=C1/CCCCCN1)c1nc2ccccc2[nH]1	25	-20	13	-37	-79	-30	-31	0	5	-1	-14
56	Cc1cc(SCc2ccc(Cl)c(Cl)c2)nc(=O)[nH]1	-24	-26	-4	-3	-14	0	-16	-7	-9	-16	-27
57	CCN(Cc1ccccc1)C(=O)c1cc(S(=O)(=O)N2CCOCC2)ccc1N1CCCC1	-14	-17	-4	-1	6	24	-4	0	1	0	4
58	CC1=C(/C=N/Nc2ccc([N+](=O)[O-])cc2[N+](=O)[O-])C(C)(C)CCC1	-5	-7	9	-9	11	8	18	2	-8	10	-10
59	CC1CCN(S(=O)(=O)c2ccc3c(c2)CCN3C(=O)C2CCC2)CC1	-18	5	10	11	-7	4	2	20	-8	-16	1
60	CCN(CC)CCn1c(/N=C/c2cc(Br)ccc2O)nc2ccccc21	-24	3	-7	-22	-30	-8	-1	2	3	-1	-28

(cont.)
item	Molecule	NR5A2 inv ag	COUP-TFII inh	C8 TRAIL sens	TROY signal inh	SRC1 inh	LMP1 NFkB inh	SRC3 inh	CF NFkB block	KKLEB tox	TWEAK-Fn14 inh	NCOA2 inhibitor
61	Cc1cccc(C(=O)NNC(=S)NC(=O)c2cccs2)c1	19	-12	14	-27	-4	2	5	-63	23	-12	6
62	C/C=C(\C)C(=O)OC1c2c(ccc3ccc(=O)oc23)OC(C)(C)C1OC(C)=O (stereo not drawn)	4	8	17	8	-5	1	-21	-4	1	17	-19
63	COc1ccc(S(=O)(=O)c2ccc(OC)c(OC)c2)cc1OC	-3	-25	-13	2	-3	-6	23	2	1	5	-23
64	Clc1ccc(Nc2ccc(NCc3ccccc3)nn2)cc1	-15	-36	3	-78	-9	-46	-7	22	-14	3	-19
65	COc1ccc(S(=O)(=O)Nc2ccc(S(=O)(=O)N3CCCCC3)cc2)cc1C	3	1	4	8	9	-25	1	-10	13	-13	-7
66	O=C(Oc1ccccc1C(=S)N1CCCCC1)c1cc([N+](=O)[O-])cc([N+](=O)[O-])c1	5	-2	-11	5	8	-2	10	1	6	2	10
67	COc1cc2c(cc1OC)C(c1cc(Br)ccc1F)N(C(=O)CCl)CC2 (stereo not drawn)	-7	6	95*	-13	-45	-10	-12	105*	-68*	29	-36
